# proCasp3 act = procaspase-3 (human) activation; AID 463141; activation, % at 8.5 µM; recombinant procaspase-3 D3A, Ac-DEVD-pNA absorbance 405 nm; P42574; 330,000 compounds, 0.11% hits;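 active = activation above the mean of all tested compounds plus 3 SD, cut at about 21% in these data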;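 also: 0% = DMSO alone and 100% = DMSO wells spiked with extra 5 µM PC-3 D3A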
# Target sequence (P42574 whole entry D9A/D28A/D175A): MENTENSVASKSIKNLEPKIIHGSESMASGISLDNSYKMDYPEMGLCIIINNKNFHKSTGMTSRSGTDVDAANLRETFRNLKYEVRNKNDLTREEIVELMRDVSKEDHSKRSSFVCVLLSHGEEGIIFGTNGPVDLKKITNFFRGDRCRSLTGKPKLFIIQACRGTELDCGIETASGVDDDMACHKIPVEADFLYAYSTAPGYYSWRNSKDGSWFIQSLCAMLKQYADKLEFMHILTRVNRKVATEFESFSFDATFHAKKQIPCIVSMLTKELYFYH
#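 Compound: 8.5 µM single point, 0.8% DMSO / Material: Autoprocessing-dead procaspase-3 D3A mutant enzyme / Timing: 1 h preincubation plus 2 h reaction at 25 °C / Medium: Zinc-free HEPES/NaCl buffer with 0.01% Triton X-100 at pH 7.4 / Technique: 405 nm absorbance of p-nitroaniline, reads at 0 and 120 min / Repeats: one well per compound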
# Fh CTSL1 inh = blocks F. hepatica cathepsin L1 in PFM18AAP counter-screen; recombinant F. hepatica cathepsin L1, Z-Leu-Arg-MCA fluorescence; inhibition, % at 5.96 µM; 300,000 compounds, 0.49% hits; AID 1906;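 active = inhibition above the mean of all tested compounds plus 3 SD, set per screening campaign, cut at about 17% in these data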;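 also: 0% = plate median of test compound wells and 100% = 1 µM Z-Phe-Ala-diazomethylketone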
# core dimer inh = blocks dimerization of HCV core protein; TR-FRET GST/Flag-core106 dimerization, 1536-well; inhibition, % at 5 µM; 300,000 compounds, 0.33% hits;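 active = inhibition above the mean of all tested compounds plus 3 SD, set per screening campaign, cut at about 45% in these data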
#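 Assay system – GST-tagged and Flag-tagged HCV core protein residues 1-106 · Quantity – core106 proteins, GST 13.5 nM and Flag 17 nM · Benchmarks – unlabelled core106 and no-GST-core106 wells · Read-out basis – percent inhibition of core106 dimerization signal · Detection – time-resolved FRET, ex 340 nm, em 617 and 671 nm · Schedule – 4 h at 22.5 °C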
# TPT1 inhibitor = C. albicans TPT1 enzyme inhibition; inhibition, % at 5 µM; 300,000 compounds, 0.81% hits; recombinant caTPT1, FP RNA substrate dephosphorylation;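 active = inhibition above the mean of all tested compounds plus 3 SD, set per screening campaign, cut at about 24% in these data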;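 also: plate controls were DMSO alone for no effect and ferristatin control at 100 nM for full effect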
# PP5 inh = PP5 (human) phosphatase inhibition; AID 1987; P53041; inhibition, % at 6.7 µM; purified PP5c, OMFP substrate fluorescence; 320,000 compounds, 0.18% hits;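 active = inhibition above the campaign's mean inhibition across all tested compounds plus 3 SD, cut at about 9.5% in these data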;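 also: 0% = DMSO only and 100% = 100 µM cantharidin control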
# Target sequence (P53041 whole entry, looked up): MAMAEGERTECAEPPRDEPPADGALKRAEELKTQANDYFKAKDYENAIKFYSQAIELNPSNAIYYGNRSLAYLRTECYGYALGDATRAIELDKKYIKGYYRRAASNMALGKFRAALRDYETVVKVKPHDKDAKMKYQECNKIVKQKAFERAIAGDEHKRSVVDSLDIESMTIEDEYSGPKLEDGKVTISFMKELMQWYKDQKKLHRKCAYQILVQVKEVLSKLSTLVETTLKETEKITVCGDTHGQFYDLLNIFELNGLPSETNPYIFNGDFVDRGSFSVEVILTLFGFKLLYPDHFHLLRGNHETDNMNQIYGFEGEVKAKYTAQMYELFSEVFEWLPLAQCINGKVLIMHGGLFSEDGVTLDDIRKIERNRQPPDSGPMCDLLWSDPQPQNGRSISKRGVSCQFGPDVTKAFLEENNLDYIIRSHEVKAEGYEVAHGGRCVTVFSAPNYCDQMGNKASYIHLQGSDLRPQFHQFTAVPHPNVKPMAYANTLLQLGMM
# PAFAH2 inh = PAFAH2 (human) inhibition; Q99487; recombinant PAFAH2, FP-rhodamine activity probe, fluorescence polarization; inhibition, % at 3.39 µM; 340,000 compounds, 0.99% hits; AID 492956;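 active = inhibition above the mean over all tested compounds plus 3 SD, cut at about 30% in these data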;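 also: inhibitors block probe labeling of enzyme so polarization drops; 0% = enzyme with DMSO and 100% = wells lacking PAFAH2 protein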
# procasp7 counter = counter-screen: procaspase-7 (human) activation. recombinant procaspase-7, Ac-DEVD-pNA absorbance 405 nm; D23A/D198A/D206A triple mutant, cannot self-cleave; scale: DMSO 0, 5 µM enzyme 100. activation, % at 8.5 µM. 330,000 compounds, 0.093% hits. AID 463210;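 active = percent activation above the screen-wide mean plus 3 SD, cut at about 25% in these data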
#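 System: Uncleavable procaspase-7 mutant enzyme; Amount: 2 µM procaspase-7 mutant as dispensed; Schedule: 1 h compound preincubation, 2 h substrate cleavage, 25 °C; Measured by: 405 nm absorbance of p-nitroaniline; Evaluation: percent activation from buffer-corrected 0–120 min absorbance change; Control set: low DMSO alone, high DMSO plus 5 µM PC-7.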
# AHR act = human AHR activation; AID 2796; P35869; 320,000 compounds, 2.5% hits; activation, % at 5 µM; AHR-responsive luciferase reporter cells, luminescence; in the data active = activation above about 47%;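 also: 0% = vehicle wells and 100% = reference agonist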
# PP1 counter = counter-screen for PP5 inhibitors: inhibitors of human PP1-alpha; AID 2235; purified PP1alpha, OMFP fluorescence; inhibition, % at 6.7 µM; P62136; 320,000 compounds, 0.9% hits;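 active = inhibition above the mean inhibition of all tested compounds plus 3 SD, computed separately for each screening campaign, cut at about 15% in these data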
# Target sequence (P62136 whole entry, looked up): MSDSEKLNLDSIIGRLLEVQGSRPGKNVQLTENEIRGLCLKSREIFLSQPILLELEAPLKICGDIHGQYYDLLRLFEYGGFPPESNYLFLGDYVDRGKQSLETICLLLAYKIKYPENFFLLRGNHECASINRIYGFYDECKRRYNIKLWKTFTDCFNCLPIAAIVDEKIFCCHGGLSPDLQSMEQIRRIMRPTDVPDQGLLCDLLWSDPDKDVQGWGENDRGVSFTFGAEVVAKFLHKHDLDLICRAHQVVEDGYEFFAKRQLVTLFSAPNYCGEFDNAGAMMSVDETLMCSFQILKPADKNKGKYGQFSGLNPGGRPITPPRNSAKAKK
# An asterisk follows results filed as active; / = not tested or not shown.
SMILES,proCasp3 act,Fh CTSL1 inh,core dimer inh,TPT1 inhibitor,PP5 inh,PAFAH2 inh,procasp7 counter,AHR act,PP1 counter
COc1ccc(C(=S)N2CCN(C)CC2)cc1,-17.8,-4.3,-4.2,-0.1,-1.2,-4.0,-7.5,2.0,-3.5
CCNc1nc(NCC)n2c(SCC(=O)Nc3cc(OC)ccc3OC)nnc2n1,18.5,3.1,-1.9,-2.2,-0.2,-0.8,3.8,-0.1,-4.6
O=C1NN(c2cccc(Br)c2)C(=O)/C1=C/c1cccs1,-0.2,0.0,-0.8,-3.4,0.7,19.7,-5.8,-0.3,1.0
CC1CC(C)CN(S(=O)(=O)c2ccc(C(=O)NNC(=O)c3ccccc3F)cc2)C1 (configuration not stated),5.9,/,/,/,/,4.8,-1.7,1.6,/
O=C(NC1CCCC1)C1CC(=O)N(c2ccc(F)cc2)C1 (configuration not stated),-0.5,-1.7,3.1,0.1,-0.1,5.9,11.5,-0.2,-4.5
CCOC(=O)c1sc(=S)n(-c2ccccc2)c1NC(C)=O,-0.9,-0.1,4.5,2.7,1.4,26.2,-6.7,1.9,-3.7
Cc1c(NC(=O)OCCSc2nc(N(C)C)nc(N(C)C)n2)sc(=S)n1C,-1.8,-2.8,-1.1,-2.5,2.7,1.8,-4.9,-4.5,2.2
Cc1[nH]n(-c2nc(-c3ccccc3)cc(=O)[nH]2)c(=O)c1CCO,-3.1,2.5,-16.9,-1.8,1.5,-2.7,-0.5,6.2,1.1
O=C(CNCC1CCCCC1)Nc1ccccc1N1CCCCC1,-5.3,5.5,5.1,1.4,4.7,0.9,-6.4,6.4,0.6
Cc1ccc(OC(=O)c2oc3ccc(F)cc3c2C)c(C)c1,-4.2,1.9,-3.8,-1.0,1.6,-2.6,1.9,8.3,-4.2
CCCC(=O)Nc1ccc(-c2nc3cc(C)c(C)cc3o2)c(O)c1,4.1,4.7,34.2,2.7,1.0,1.4,2.5,8.6,4.6
CC(=O)c1cc(C#N)c(SCc2ccc([N+](=O)[O-])cc2)nc1C,-4.7,0.2,-0.4,-0.4,1.6,1.5,8.0,4.8,-2.8
COc1cc(C2C(C#N)=C(N)N(Nc3ccccc3)C3=C2C(=O)CC(C)(C)C3)ccc1OCc1cccc(F)c1 (configuration not stated),4.5,2.8,34.8,-0.7,3.9,-14.8,1.8,1.9,6.5
Cc1ccc(NC(=O)c2cc3ccccc3o2)cc1,2.4,1.1,2.4,1.2,4.0,-4.2,10.9,25.5,-4.8
Cc1ccccc1C(=O)Nc1cccc(NC(=O)c2cccnc2)c1,-3.0,0.1,9.0,-1.7,-0.4,-1.5,15.4,7.3,-0.7
CCCC(C(=O)NC1CCCC1)N(CCN(CC)CC)C(=O)c1snc(C(N)=O)c1N (configuration not stated),7.7,0.6,0.7,-1.2,1.8,-2.4,3.6,-1.3,0.9
CN(c1ccc(C(=O)Nc2ccccc2C(=O)N2CCOCC2)cc1)S(C)(=O)=O,-0.2,3.4,-2.8,4.5,0.4,-5.4,4.1,1.5,-4.0
O=C(Nc1nnc(Cc2ccccc2)s1)c1ccco1,0.7,3.2,-2.2,1.3,0.0,-3.2,10.1,5.4,-1.1
CC(=O)NC(Cc1ccccc1C)C(=O)NC1CCN(C(=O)c2cccc(C)c2)CC1 (configuration not stated),3.4,-3.3,-0.9,1.2,-1.0,-7.9,3.6,-0.2,-0.2
COc1cc(/C=N\NC(=O)c2c(C)nc3cc(C)ccn23)ccc1O,1.9,2.3,-8.4,2.0,1.0,-1.7,-4.5,1.7,0.5
CC(OC(=O)CNC(=O)c1sc2ccccc2c1Cl)C(=O)NC1(C#N)CCCCC1 (configuration not stated),0.2,/,/,/,-0.5,-2.7,12.3,-0.8,0.2
C/C(CC(=O)N1CCCC1)=N\NC(=O)c1cc2ccccc2cc1O,-5.6,3.5,-0.2,1.2,3.4,11.7,-6.9,5.7,6.2
CC1=C(C(=O)N2CCOCC2)C(c2ccc(Cl)cc2)NC(=S)N1 (configuration not stated),7.5,-6.8,2.5,1.3,1.2,1.3,-9.1,1.4,-3.5
COc1ccc(CCNC(=O)C2Cc3ccccc3C(=O)O2)cc1 (configuration not stated),7.5,3.6,-1.6,0.3,0.7,-2.5,8.6,-2.1,-1.7
Cc1cc(C)cc(C(=O)NC(CC(N)=O)c2ccc(N3CCN(C)CC3)c([N+](=O)[O-])c2)c1 (configuration not stated),-0.9,3.7,-14.0,-6.9,0.8,-0.8,-3.4,-0.1,3.0

# Three compounds out of the list above, sorted by their value in proCasp3 act, low to high.
Compound	proCasp3 act	core dimer inh	TPT1 inhibitor	PP5 inh	PAFAH2 inh	AHR act
CC(=O)c1cc(C#N)c(SCc2ccc([N+](=O)[O-])cc2)nc1C	-4.7	-0.4	-0.4	1.6	1.5	4.8
COc1cc(/C=N\NC(=O)c2c(C)nc3cc(C)ccn23)ccc1O	1.9	-8.4	2.0	1.0	-1.7	1.7
CC(=O)NC(Cc1ccccc1C)C(=O)NC1CCN(C(=O)c2cccc(C)c2)CC1 (configuration not stated)	3.4	-0.9	1.2	-1.0	-7.9	-0.2

# Back to the main list; the seven compounds before the break are reprinted first.
SMILES,proCasp3 act,Fh CTSL1 inh,core dimer inh,TPT1 inhibitor,PP5 inh,PAFAH2 inh,procasp7 counter,AHR act,PP1 counter
CC(=O)NC(Cc1ccccc1C)C(=O)NC1CCN(C(=O)c2cccc(C)c2)CC1 (configuration not stated),3.4,-3.3,-0.9,1.2,-1.0,-7.9,3.6,-0.2,-0.2
COc1cc(/C=N\NC(=O)c2c(C)nc3cc(C)ccn23)ccc1O,1.9,2.3,-8.4,2.0,1.0,-1.7,-4.5,1.7,0.5
CC(OC(=O)CNC(=O)c1sc2ccccc2c1Cl)C(=O)NC1(C#N)CCCCC1 (configuration not stated),0.2,/,/,/,-0.5,-2.7,12.3,-0.8,0.2
C/C(CC(=O)N1CCCC1)=N\NC(=O)c1cc2ccccc2cc1O,-5.6,3.5,-0.2,1.2,3.4,11.7,-6.9,5.7,6.2
CC1=C(C(=O)N2CCOCC2)C(c2ccc(Cl)cc2)NC(=S)N1 (configuration not stated),7.5,-6.8,2.5,1.3,1.2,1.3,-9.1,1.4,-3.5
COc1ccc(CCNC(=O)C2Cc3ccccc3C(=O)O2)cc1 (configuration not stated),7.5,3.6,-1.6,0.3,0.7,-2.5,8.6,-2.1,-1.7
Cc1cc(C)cc(C(=O)NC(CC(N)=O)c2ccc(N3CCN(C)CC3)c([N+](=O)[O-])c2)c1 (configuration not stated),-0.9,3.7,-14.0,-6.9,0.8,-0.8,-3.4,-0.1,3.0
COc1ccc(CCNC(=O)c2ccccc2)cc1,2.0,-1.8,-2.0,0.3,7.1,1.8,-8.7,-1.5,8.9
Cc1ccc(OCCC(=O)Nc2ccc(S(=O)(=O)Nc3nccs3)cc2)cc1,-2.9,/,/,/,0.2,1.2,7.1,-1.8,-7.7
Cc1ccccc1-c1noc(CCC(=O)NCCc2ccccc2)n1,6.5,2.8,-400.8,-0.3,-1.0,-3.4,2.7,1.2,0.5
O=C(COc1ccc(C(=S)N2CCOCC2)cc1)Nc1ccccc1C(F)(F)F,-3.0,-0.9,7.0,1.5,-1.8,0.8,8.2,-0.4,3.1
C=C(C)CNC(=S)N/N=C/C1=CCC2CC1C2(C)C (configuration not stated),1.2,1.8,5.7,2.9,3.0,0.3,-1.6,7.7,3.9
Cc1ccccc1Oc1nc2ccccn2c(=O)c1/C=C(\C#N)C(=O)Nc1c(C)n(C)n(-c2ccccc2)c1=O,2.2,-1.0,2.6,-0.9,2.4,-0.6,12.8,-0.6,-0.3
Cc1ccc(S(=O)(=O)N2CCCCC2)cc1NC(=O)Cn1ncc(Cl)c(Cl)c1=O,6.3,/,/,/,/,7.5,3.8,1.0,/
CCN1CCN(C(=O)Cn2c(=O)sc3ccccc32)CC1,12.4,0.4,-1.7,-2.2,0.8,1.2,6.8,-0.5,-2.0
CCSc1nc2ccccc2n1C(=O)c1ccc(S(=O)(=O)N2CCCCC2)cc1,1.9,-3.6,3.6,-4.5,-0.4,13.7,7.6,-2.9,0.1
O=P(C(=NCCO)NO)(N1CCOCC1)N1CCOCC1,-0.1,-10.6,4.0,-4.0,0.1,-5.5,15.5,0.4,-2.5
CC1CCCCN1C(=O)COc1ccc(F)cc1 (configuration not stated),-1.7,4.9,-0.6,0.4,-8.0,4.5,-14.0,-2.3,-4.5
O=C(CCCSc1nc2ccccc2s1)Nc1nccs1,-7.8,-8.5,4.5,1.1,-0.7,0.2,-5.9,36.8,-2.3
COc1ccccc1N(CC(=O)NCCSCc1ccc(Cl)cc1)S(C)(=O)=O,3.0,-6.1,2.0,-0.5,1.3,-0.2,5.7,-0.9,-1.9
COc1ccccc1CN1CC(C(=O)NCc2cccc(C)n2)CCC1=O (configuration not stated),-0.2,0.5,-9.6,-3.5,-0.5,-1.1,-1.4,0.5,-3.5
O=S(=O)(Nc1cccc(S(=O)(=O)N2CCOCC2)c1)c1ccc(Cl)s1,-2.5,-4.1,-0.9,1.1,2.6,2.4,5.9,-1.0,-1.1
CCOC(=O)N1CCN(CC(=O)c2ccc(O)c(C)c2O)CC1,2.4,2.3,-4.0,-2.5,-1.7,-2.7,8.7,3.2,2.2
CCn1c(SCC(=O)N(C)C2CCS(=O)(=O)C2)nnc1-c1cccs1 (configuration not stated),5.8,0.9,0.0,-1.8,0.5,1.6,7.3,-0.5,-1.0
O=C(NCCOc1ccccc1F)C1CCC(=O)N(CCc2cccc(F)c2)C1 (configuration not stated),0.7,-0.2,-2.6,-3.2,1.4,7.1,0.2,-1.4,-3.4
O=C(Nc1ccc2c(c1)OCCO2)C1CCCN(S(=O)(=O)Cc2ccccc2)C1 (configuration not stated),-0.4,-1.2,3.0,-2.2,-0.1,5.2,1.2,6.9,-1.5
COc1cc2c(cc1OC)C(c1ccccc1)N(S(C)(=O)=O)CC2 (configuration not stated),6.6,0.0,1.9,-3.4,-1.2,6.2,8.3,-0.2,-0.2
CCOC(=O)c1c[nH]c2c(C)ccc(Cl)c2c1=O,-6.4,-0.1,-2.8,3.8,0.7,6.1,0.1,10.5,-6.1
CCC(C)(C)NC(=O)C(c1ccccn1)N(C(=O)c1csnn1)c1ccc(C)c(C)c1 (configuration not stated),8.8,-2.7,1.2,2.4,-2.3,-3.4,7.1,6.4,-1.4
COc1ccc(-n2c(=O)/c(=C\c3cccs3)s/c2=C(/C#N)C(=O)NCCN2CCOCC2)cc1,0.1,6.7,-0.5,21.8,-1.3,4.4,-0.5,0.7,2.4
COc1ccc(C(=O)NCc2cn3cccc(C)c3n2)cc1OC,7.3,2.9,-9.3,0.0,-2.8,-2.8,-2.4,18.1,-2.1
CCN1CCN(c2ccc(S(=O)(=O)N3CCCCC3)cc2NC(=O)Cc2ccccc2F)CC1,-2.8,3.3,2.2,1.6,-4.5,4.5,-0.2,-1.3,-6.6
CCOC(=O)C1CCN(c2ccccc2CN2CCN(c3ccccc3OCC)CC2)CC1,-3.1,-1.4,1.9,-0.6,-0.5,3.1,-3.9,1.0,1.8
